Screening results (PubChem BioAssay)
Rin1 Abl inh: inhibitors of Rin1-Abl protein binding, primary screen, biochemical, TR-FRET. Tyrosine-protein kinase ABL1 (Homo sapiens) + Ras and Rab interactor 1 (Homo sapiens), …. inhibition, % at 7.35 µM. 0.4% of 360,000 active. AID 588664, 2011; in the data active = inhibition above about 5%, passing the limit was not always enough
bovine MsrA act: bovine MsrA enzyme activators, primary screen, biochemical, absorbance, HTS; purified bovine MsrA, absorbance read-out; activation, % at 10.6 µM; Methionine sulfoxide reductase A (Bos taurus); 0.3% of 360,000 active; in the data active = activation above about 7.5%;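 note: 0% = vehicle and 100% = reference activator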
Neddylation inh: inhibitors of cullin neddylation, primary screen, biochemical, TR-FRET, uHTS, NAE and Ubc12 | calls only at 25 µM | 0.58% of 360,000 active | NEDD8-conjugating enzyme Ubc12 (Homo sapiens) + NEDD8-activating enzyme E1 regulatory …; in the data active = inhibition above about 36%
Target sequence (P61081 whole entry, looked up): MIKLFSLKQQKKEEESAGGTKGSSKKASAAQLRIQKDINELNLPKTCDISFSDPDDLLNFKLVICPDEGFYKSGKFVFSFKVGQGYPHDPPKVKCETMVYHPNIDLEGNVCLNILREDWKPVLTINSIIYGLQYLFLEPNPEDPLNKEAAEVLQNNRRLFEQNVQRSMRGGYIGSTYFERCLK
Target sequence (Q13564 whole entry, looked up): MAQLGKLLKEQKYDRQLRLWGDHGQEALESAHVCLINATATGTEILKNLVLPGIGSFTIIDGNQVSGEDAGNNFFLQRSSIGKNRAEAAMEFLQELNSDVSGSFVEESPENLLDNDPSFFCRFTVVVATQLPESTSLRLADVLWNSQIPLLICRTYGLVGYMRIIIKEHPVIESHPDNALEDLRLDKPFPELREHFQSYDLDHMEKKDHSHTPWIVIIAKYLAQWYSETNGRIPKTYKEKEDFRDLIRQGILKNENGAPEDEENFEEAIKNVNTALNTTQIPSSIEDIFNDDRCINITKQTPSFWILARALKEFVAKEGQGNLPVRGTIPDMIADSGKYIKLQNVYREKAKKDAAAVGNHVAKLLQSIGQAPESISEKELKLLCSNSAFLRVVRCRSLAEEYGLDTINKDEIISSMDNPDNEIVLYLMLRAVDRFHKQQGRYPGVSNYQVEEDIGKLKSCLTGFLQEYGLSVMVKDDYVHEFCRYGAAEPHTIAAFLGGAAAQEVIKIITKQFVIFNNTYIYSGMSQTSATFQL
Tb MetRS inh: T. brucei MetRS inhibitors, primary screen, biochemical, luminescence | methionyl-tRNA synthetase (Trypanosoma brucei brucei) | purified T. brucei MetRS, ATP depletion, Kinase-Glo luminescence | inhibition, % at 11.9 µM | 0.4% of 360,000 active | AID 624268, 2012;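 active = inhibition above a per-plate cutoff of the control wells' mean inhibition plus 3 SD, cut at about 5.5% in these data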;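 note: 0% = DMSO wells median and 100% = median of wells with control inhibitor compound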
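Assay system: T. brucei methionyl-tRNA synthetase, purified | Medium: HEPES buffer with MgCl2, KCl, DTT, spermine, BSA, pyrophosphatase | Compound: 11.9 µM single point | Incubation: 15 min enzyme-compound preincubation, 2 h reaction, 10 min detection, 25 °C | Measured by: Kinase-Glo luciferase luminescence reporting remaining unconsumed ATP | Measure: % inhibition normalized to control-well medians | Replication: Singlicate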
MLLE-PAM2 inh: inhibitors of PABP1 MLLE–PAM2 peptide binding, primary screen, biochemical, fluorescence polarization, FITC-PAM2, GST-MLLE | Polyadenylate-binding protein 1 (Homo sapiens), P11940 | AID 588489, 2011 | inhibition, % at 20 µM | 0.36% of 360,000 active; in the data active = inhibition above about 35%, passing the limit was not always enough;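 note: plate controls were DMSO wells with GST-MLLE for no effect and wells lacking GST-MLLE protein for full effect; some results filed as inactive read as strong as hits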
FAS-TE inh: FAS thioesterase domain inhibitors, primary screen, biochemical, fluorescence intensity, uHTS | 0.67% of 360,000 active | AID 602261, 2012 | Fatty acid synthase (Homo sapiens), P49327 | inhibition, % at 15 µM | recombinant FAS-TE, OMFH fluorogenic substrate, fluorescence endpoint;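 active = compounds whose normalised, plate-corrected inhibition of enzyme fluorescence in the single-dose primary screen is 50% or more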;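 note: 0% = DMSO with enzyme and 100% = substrate without enzyme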
eLon inh: inhibitors of E. coli Lon protease, primary screen, biochemical, fluorescence polarization. P0A9M0. purified E. coli Lon protease. inhibition, % at 7.94 µM. 0.42% of 360,000 active; in the data active = inhibition above about 13%, passing the limit was not always enough;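 note: 0% = enzyme with probe and DMSO and 100% = no enzyme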
CSN inh: inhibitors of CSN-mediated cullin deneddylation, primary screen, biochemical, fluorescence polarization, uHTS; AID 651999, 2013; 0.38% of 360,000 active; inhibition, % at 12.5 µM; Purified CSN, SCF-Nedd8-OG deneddylation; COP9 signalosome complex subunit 5 (Homo sapiens), Q92905;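 active = pattern-corrected inhibition above about 35%, with an unprinted fluorescence ratio check between 0.5 and 1.5, limit read from the data, passing the limit was not always enough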;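 note: 0% = enzyme with substrate and 100% = substrate without enzyme; some results filed as inactive read as strong as hits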
Target sequence (Q92905 whole entry, looked up, one chain of several): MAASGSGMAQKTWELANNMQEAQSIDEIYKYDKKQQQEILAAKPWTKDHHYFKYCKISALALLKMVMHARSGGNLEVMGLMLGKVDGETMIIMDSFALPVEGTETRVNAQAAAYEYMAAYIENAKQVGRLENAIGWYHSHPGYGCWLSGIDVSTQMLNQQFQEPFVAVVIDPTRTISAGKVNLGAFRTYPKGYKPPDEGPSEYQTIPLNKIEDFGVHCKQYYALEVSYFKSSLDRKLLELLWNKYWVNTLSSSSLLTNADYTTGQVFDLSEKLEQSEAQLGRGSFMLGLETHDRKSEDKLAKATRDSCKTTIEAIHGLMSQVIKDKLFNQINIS
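Detection – fluorescence polarization · System – HEK293T-derived human Csn5 enzyme · Controls – substrate-only high control, full reaction low control · Timing – 90 min, room temperature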
MsrA inh: bovine MsrA enzyme inhibitors, primary screen, biochemical, absorbance, HTS | Methionine sulfoxide reductase A (Bos taurus) | inhibition, % at 15.5 µM | AID 651718, 2012 | 0.75% of 360,000 active | purified bovine MsrA, absorbance read-out; in the data active = inhibition above about 4.5%;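 note: 0% = vehicle wells with enzyme and 100% = reference inhibitor wells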
The depositor's hits bear a star; i = inactive; / = no result given.

SMILES | Rin1 Abl inh | bovine MsrA act | Neddylation inh | Tb MetRS inh | MLLE-PAM2 inh | FAS-TE inh | eLon inh | CSN inh | MsrA inh
CCOc1ccc(N(CC(=O)Nc2c(C)n(C)n(-c3ccccc3)c2=O)S(=O)(=O)c2ccccc2)cc1 | 2 | -9 | i | -0.9 | 1 | -7 | -1 | -5 | 0.2
COCCC(=O)N(Cc1ccc2c(c1)OCO2)C(C(=O)NC1CCCCC1)c1ccncc1 (centres undefined) | -1 | -2 | i | -0.1 | 1 | -6 | 0 | -2 | 0.8
COc1cccc(C(=O)Nc2ccc(NC(=O)C(C)C)nc2)c1 | -1 | -3 | i | -0.7 | 0 | -5 | -5 | 3 | 0.0
CCCC(=O)Nc1nnc(-c2ccccc2)o1 | 2 | -6 | i | -0.5 | 2 | -5 | -3 | -2 | -0.1
COc1ccc(C(=O)NNC(=O)CCC(=O)NNC(=O)c2ccc(OC)cc2)cc1 | -3 | -2 | i | -1.3 | 4 | -7 | 2 | -1 | -1.4
CC(C)OC1(c2ccccc2)OC(=O)c2ccccc21 (centres undefined) | 3 | 0 | i | -0.2 | -3 | 5 | -5 | 3 | 0.1
CC(C)(C)[C@H]1COC(=O)CCCC/C=C\C[C@H](CC(=O)N(CCO)Cc2ccccc2)C(=O)N1 | -1 | -4 | i | -0.8 | 9 | -1 | 2 | -1 | -0.1
OC(COc1ccccc1)CN1CCCC1 (centres undefined) | 0 | -2 | i | -0.6 | 13 | -4 | 8 | -5 | -1.1
CCOC(=O)c1sc(NC(=O)c2ccoc2C)c(C(N)=O)c1C | -5 | -3 | i | -0.2 | -17 | 3 | -9 | 4 | 0.6
CCOc1ccc(CN2CCC(n3nccc3NC(=O)CCCc3ccccc3)CC2)cc1 | -4 | -10 | i | -0.5 | -3 | 0 | -9 | 5 | 0.0
COc1ccccc1-n1cc(CN2CCN(CC=C(C)C)C(CCO)C2)cn1 (centres undefined) | 5 | -4 | i | -0.6 | 4 | -10 | 0 | 0 | -0.1
NC(=O)C1CCN(c2nc(-c3ccccc3)nc3ccccc23)CC1 | -1 | -3 | i | -0.3 | -10 | -1 | 5 | 8 | 2.8

Full records, quoted from the list.
`COCCC(=O)N(Cc1ccc2c(c1)OCO2)C(C(=O)NC1CCCCC1)c1ccncc1` (centres undefined) is listed with Rin1 Abl inh = -1; bovine MsrA act = -2; Neddylation inh = i; Tb MetRS inh = -0.1; MLLE-PAM2 inh = 1; FAS-TE inh = -6; eLon inh = 0; CSN inh = -2; MsrA inh = 0.8
`NC(=O)C1CCN(c2nc(-c3ccccc3)nc3ccccc23)CC1` is listed with Rin1 Abl inh = -1; bovine MsrA act = -3; Neddylation inh = i; Tb MetRS inh = -0.3; MLLE-PAM2 inh = -10; FAS-TE inh = -1; eLon inh = 5; CSN inh = 8; MsrA inh = 2.8

The list continues.
SMILES | Rin1 Abl inh | bovine MsrA act | Neddylation inh | Tb MetRS inh | MLLE-PAM2 inh | FAS-TE inh | eLon inh | CSN inh | MsrA inh
CCn1nnnc1-c1ccc(OC)c(S(=O)(=O)Nc2ccccc2OC)c1 | 3 | -2 | i | -0.1 | 6 | -4 | 2 | 4 | -1.6
O=c1c(C(c2ccccc2)c2c(O)sc3ccccc3c2=O)c(O)sc2ccccc12 | 2 | -3 | i | -0.5 | 15 | -1 | 0 | -2 | -0.5
CCC(=O)Nc1sc2c(c1C#N)CC(C)(CC)OC2 (centres undefined) | -1 | -10 | i | -1.4 | 34 | -6 | 1 | 3 | 0.1
COc1cccc(NC(=O)CN(c2ccccc2OC)S(=O)(=O)c2cccs2)c1 | -3 | -7 | i | -0.5 | 5 | 14 | 13 | 3 | -0.7
Cc1ccc(NC(=O)NC2CCN(CC(=O)Nc3nccs3)CC2)cc1 | 2 | 2 | i | -0.2 | -3 | -1 | -1 | 1 | 0.5
O=C(Cc1coc(-c2ccc(F)cc2)n1)NCc1ccccc1 | 0 | 1 | i | 0.2 | -1 | -2 | -2 | -2 | 0.5
COc1ccc(N2CCN(C(=O)c3cc4c(C)nc5ccccc5c4o3)CC2)cc1 | 1 | -3 | i | -0.2 | -8 | 7 | -1 | 2 | -0.8
CC(=O)Nc1ccc(NC(=O)Cc2ccc(S(=O)(=O)N3CCCCC3)cc2)cc1 | -2 | -2 | i | -0.4 | -18 | -5 | -5 | -2 | -1.3
N#Cc1cnc(Nc2ccc(F)cc2)nc1N | 5 | -4 | i | -0.1 | 8 | -5 | 7 | 1 | 0.7
O=C(Nc1cccn(Cc2ccccc2)c1=O)NC1CCCCC1 | 2 | -1 | i | 0.0 | 4 | -1 | 2 | 1 | 0.9
C=CCNC(=O)CN(c1cc(Cl)ccc1OC)S(=O)(=O)c1ccc(C)c([N+](=O)[O-])c1 | -1 | 0 | i | 0.5 | 8 | 4 | 4 | 1 | 1.0
COc1ccc(NS(=O)(=O)c2ccc(N3CCOCC3)c(NC(=O)C(C)C)c2)cc1 | -3 | -1 | i | -0.3 | 17 | 1 | -6 | 3 | 1.2
CC1=NN(c2ccc(Cl)cc2)C(=O)/C1=C\c1cccn1-c1ccc(S(N)(=O)=O)cc1 | -3 | -3 | i | -0.2 | 10 | -12 | -11 | -13 | -0.1
[O-][N+](=C(c1ccccc1)c1ccccc1)c1ccccc1 | -3 | 4 | i | -0.1 | -10 | 0 | -2 | 1 | -0.4
COc1ccc(N2CCN(C(=O)CC(NC(N)=O)c3cccc(Oc4ccccc4)c3)CC2)cc1 (centres undefined) | 0 | -1 | i | -0.6 | -10 | -4 | -7 | 1 | -0.6
CC(C)(C)Nc1scc(-c2ccccc2)[n+]1-c1ccccc1 | -1 | -5 | i | -0.5 | 17 | -5 | 0 | 1 | 0.2
Cc1ccn(CCC(=O)NC2CC(C)(C)Cc3c2cnn3-c2ccccc2C)n1 (centres undefined) | 1 | -2 | i | -0.6 | -1 | -6 | 4 | -1 | 0.6
CCOc1ccccc1NC(=O)CN1CCC(NC(=O)c2ccccc2)CC1 | 0 | -7 | i | -1.0 | -6 | -3 | -8 | 0 | -0.8
C=CCOc1cccc(C2NC(=O)c3ccccc3O2)c1 (centres undefined) | 5 | -2 | i | 0.5 | 4 | -1 | -9 | 2 | 0.1
CC1CCC(NC(=O)c2cccc(S(=O)(=O)NCc3ccccc3)c2)CC1 (centres undefined) | 2 | -4 | i | -0.5 | -7 | 7 | -1 | -4 | -1.1
OC(COc1ccc(Cl)cc1)CN1CCC(Cc2ccccc2)CC1 (centres undefined) | 1 | -2 | i | -0.5 | 4 | -11 | 3 | 1 | -0.1
CCOC(=O)N1CCC(Nc2c([N+](=O)[O-])cc(C(=O)O)cc2[N+](=O)[O-])CC1 | -1 | 0 | i | -0.7 | 12 | -5 | -1 | 0 | 0.8
COc1ccc(NC(=O)C(c2ccncc2)n2c(=O)c(-c3cc4ccccc4[nH]3)nc3ccccc32)cc1 (centres undefined) | / | / | / | 0.5 | / | / | / | 6 | 0.6
Cc1ccccc1CN1CCCC(C(=O)N2CCCCC2)C1 (centres undefined) | 6 | -7 | i | -1.9 | 3 | -6 | 1 | -7 | 1.3
O=C(COC(=O)COc1ccc(Cl)cc1)Nc1ncc(Br)s1 | -2 | -1 | i | -0.5 | -6 | 3 | 0 | -9 | 1.5
COc1ccc(CNC(=O)[C@@H](NC(=O)C2CCN(C(=O)[C@@H](N)CCSC)CC2)C(C)C)cc1 | -1 | -6 | i | -2.2 | 26 | -8 | 5 | 0 | -0.2
COc1ccccc1NC(=O)c1ccccc1NC(=O)c1cc(Cl)ccc1NC(=O)c1ccco1 | -4 | -4 | i | 0.0 | 3 | 42 | 10 | 4 | 1.3
COc1cc(NC(=O)CC(C)S(=O)(=O)c2ccc3c(c2)NC(=O)CO3)cc(OC)c1OC (centres undefined) | 4 | -4 | i | -0.6 | 17 | -4 | -1 | -1 | 0.1
O=C(CCn1c(=S)oc2ccccc21)NC1CCCCCCC1 | -1 | -4 | i | 1.1 | -5 | 3 | 3 | -2 | 1.9
O=C(N/N=C\c1cccc(F)c1)c1ccc(-c2ccccc2)cc1 | 4 | -3 | i | -0.1 | 1 | -3 | -10 | 2 | 0.4
CN(C)c1ccc(C(=O)Nc2nc3c(s2)CCCC3)cc1 | 0 | -4 | i | -0.2 | 3 | 12 | -6 | 7 | 2.7
Cc1ccc(NC(=O)C(C)N=C2NS(=O)(=O)c3ccccc32)cc1 (centres undefined) | -4 | 0 | i | 0.4 | 10 | -5 | -11 | -9 | -0.8
Cc1ccc(-n2c3nc(=O)[nH]c(=O)c-3cc3cc([N+](=O)[O-])ccc32)cc1C | 0 | 0 | i | 0.2 | -100 | 10 | 11 | 7 | 0.1
COc1ccc(C(C(=O)NC2CCCCC2)N(C(=O)Cc2c[nH]c3ccccc23)c2ccc(NC(C)=O)cc2)cc1OC (centres undefined) | -2 | -6 | i | -0.6 | 7 | 2 | -8 | 1 | -0.7
CC[n+]1c(C)sc2cc(C)ccc21 | 3 | -3 | i | -0.5 | -9 | -11 | 0 | 2 | 0.4
COc1ccc2oc(C(=O)OCC(=O)Nc3cc(S(=O)(=O)N4CCOCC4)ccc3OC)c(C)c2c1 | 2 | 5 | i | -0.4 | -13 | -9 | -4 | 3 | -1.9
CC[C@]12c3[nH]c4ccc(OC)cc4c3CCN1C(=O)C(CC(=O)NCc1ccco1)C[C@@H]2C(=O)N1CCN(C(=O)C2CC2)CC1 (some centres undefined) | 2 | -4 | i | 0.6 | 8 | -7 | -11 | 1 | -0.2
COc1cc(/C=C/C(=O)O)ccc1OCc1ccc([N+](=O)[O-])cc1 | -2 | -3 | i | -0.4 | 10 | 1 | -14 | 4 | 0.0
C=C1[C@@H](OC(C)=O)CC[C@]2(C)[C@@H]1C[C@@H]1C[C@H](OC(C)=O)C(C)=C([C@@H](OC(C)=O)[C@@H]2OC(C)=O)C1(C)C | 4 | -2 | i | -0.1 | -65 | 15 | -4 | 2 | 0.8
COc1cc(/C=C2\C(=O)N(c3cccc(C(=O)O)c3)N=C2C)ccc1OCc1ccccc1 | 6 | -2 | i | 0.0 | 24 | -4 | 5 | 3 | -1.1
CCN(CC)S(=O)(=O)c1ccc(O)c(C(=O)OCC(=O)Nc2cc(C)c(C)cc2[N+](=O)[O-])c1 | 0 | -5 | i | 0.3 | 9 | 19 | -3 | -7 | 0.8
CCOC(=O)C1CCCN(c2c(Nc3ccc(C)c(C)c3)c(=O)c2=O)C1 (centres undefined) | 1 | -10 | i | -0.8 | 12 | -7 | 2 | 1 | 2.0
CC(C)(C)OC(=O)N/N=C/c1cccn1-c1ccc([N+](=O)[O-])cc1 | 0 | -4 | i | 2.6 | 10 | 22 | -3 | 1 | 0.3
CC(C)(C)c1ccc(C(=O)OCc2c(-c3ccccc3)ncc3ccccc23)cc1 | 0 | -10 | i | -2.7 | -1 | 26 | -11 | 1 | 1.2
